Screens deposited in PubChem by National Center for Advancing Translational Sciences (NCATS).
aSyn tox rescue: inhibitors of alpha-synuclein toxicity in yeast; 94,000 compounds, 0.02% hits; Potency, µM (top dose mostly 46.1 µM), for inactives: top-dose growth rescue (activation), most hits filed as activators; S. cerevisiae alpha-synuclein toxicity rescue, BacTiter-Glo growth, 24 h; AID 1347070; active means well fitted activation curve with a large enough effect; further: 0% is about no effect
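Growth restoration measured by BacTiter-Glo luminescence after 24 hr at 30 deg C; alpha-synuclein yeast, raffinose-pregrown to mid-log, were added at OD600=0.02 in galactose medium onto pinned compounds.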
Active calls of the source: *; [ ] = another dose, or the depositor's remark. Potency means the concentration at half of the fitted maximal effect. Not all compounds are listed; rates above refer to the full screens.

| compound | aSyn tox rescue |
| --- | --- |
| C[C@@H]1CN([C@H](C)CO)S(=O)(=O)c2ccc(C#Cc3ccccc3F)cc2O[C@@H]1CN(C)C(=O)Cc1ccccc1 | 8% |
| CCCN(C(=O)Cc1c(C(=O)O)[nH]c2ccc(Cl)cc12)c1ccc(OCC)cc1 | -11% |
| Cc1cccc(C(=O)NNC(=O)c2ccc(Br)cc2)c1 | -11% |
| COc1ccc(-c2cn3nc(N4CCC(C(=O)Nc5cc(Cl)ccc5C)CC4)sc3n2)cc1 | 7% |
| CCCCCCCn1c2c(c(=N)c3c1CCC3)CCCC2 | -16% |
| O=C(Nc1ccccc1N1CCCC1)c1cccc(S(=O)(=O)N2CCOCC2)c1 | 5% |
| CC1CCN(S(=O)(=O)c2ccc3c(c2)CCN3C(=O)Nc2cccc(Br)c2)CC1 | -1% |
| CCN(CC(=O)Nc1c(F)cccc1F)C(=O)C1CCC1 | 2% |
| CC(=O)c1ccc(N/C=C\C(=O)c2ccc(C)cc2)cc1 | 13% |
| Cc1ccc(-c2nnc(C3CCN(S(=O)(=O)c4ccc(C)c(C)c4)CC3)o2)cc1 | 9% |
| CCOc1cnc(-c2ccccc2F)o1 | 7% |
| CCOC(=O)c1oc2ccc(Br)cc2c1COC(=O)C1=COCCO1 | 9% |
| COc1ccc(NC(=O)CC2C(=O)N(c3cccc(OC)c3)C(=O)N2Cc2ccco2)cc1 (configuration not stated) | 6% |
| Cc1ccccc1Cn1c(C)c(CNCCCc2ccccc2)c(C(=O)O)c1C | 9% |
| COc1ccc(NC(=O)c2cc3c(=O)n(Cc4cccnc4)ccc3nc2C)cc1Cl | 3% |
| COc1ccc(C(=O)NC(CC(=O)O)c2cc([N+](=O)[O-])ccc2Cl)cc1 (configuration not stated) | -3% |
| O=C(CCNC(=O)N1CC(=O)Nc2ccccc21)NCc1ccc(Cl)cc1 | 6% |
| CCN(CC)c1nn2c(=O)c(C(=O)NCCc3ccccc3C)cnc2s1 | 5% |
| O=C(COC(=O)COc1ccc2ccccc2c1)NC1CCCc2ccccc21 (configuration not stated) | -9% |
| CC1(C)CCC(=O)N(c2ccccc2)C1=O | -9% |

| compound | aSyn tox rescue |
| --- | --- |
| COc1cc(C(=O)Nc2cc(C)ccc2OCc2cc(=O)n3c(C)csc3n2)cc(OC)c1OC | -1% |
| COc1cc(SC)ccc1C(=O)Nc1ccccn1 | 0% |
| Clc1cccc(Cl)c1CO/N=C/c1cccs1 | -10% |
| CCOC(=O)c1c(-c2ccc(Br)cc2)csc1NC(=O)c1ccc(C(C)(C)C)cc1 | -1% |
| COc1ccc(-c2cc(C(F)(F)F)nc(SCCC(=O)Nc3cc(C)ccc3O)n2)cc1 | -1% |
| Cc1ccc(/C(N)=N/OC(=O)COc2cccc3ccccc23)cc1 | -3% |
| O=C(Cn1ncc2c3ccccc3n(Cc3ccccc3F)c2c1=O)N1CCCCC1 | 4% |
| Cc1cccc(C)c1NC(=O)C(=O)NCC1CCCN1S(=O)(=O)c1cccs1 (configuration not stated) | -3% |
| NC(=O)C(NN=C(c1ccccc1)c1ccccc1)c1ccccc1 (configuration not stated) | 4% |
| Cc1ccccc1CNC(=O)c1cnc2sc(N3CCOCC3)nn2c1=O | 6% |
| COc1ccc(CN(C)C[C@@H]2OCCCC[C@H](C)Oc3ccc(NC(=O)Cc4ccccc4)cc3C(=O)N([C@@H](C)CO)C[C@@H]2C)cc1 | 3% |
| O=C(NCc1ccc(Cl)cc1)C(=O)NCC1OCCN1S(=O)(=O)c1ccc2c(c1)OCCO2 (configuration not stated) | 9% |
| O=C(CSc1nc2ccccc2nc1Cc1ccccc1)N1CCc2ccccc21 | -2% |
| CC(=O)Nc1ccc(CC(=O)Nc2ccc3c(c2)OC2(CCCC2)O3)cc1 | -11% |
| Cn1nnnc1SCC(=O)Nc1ncc(Cl)cc1Cl | -1% |
| Fc1ccccc1Cn1c(-c2ccccc2)nc2ccccc21 | -12% |
| COc1ccc(NC(=O)CCN2CCN(CCO)CC2)c(OC)c1 | -9% |
| Cn1c(=O)oc2cc(S(=O)(=O)N3CCC(C(=O)N4CCN(c5ccccc5F)CC4)CC3)ccc21 | -1% |
| Cc1cnc(=O)[nH]c1SCC(=O)Nc1nc2ccccc2s1 | 0% |
| COc1ccccc1OCCCCn1c(C2CC(=O)N(c3ccccc3Cl)C2)nc2ccccc21 (configuration not stated) | -1% |

| compound | aSyn tox rescue |
| --- | --- |
| CCc1ccc(S(=O)(=O)Nc2ccc(-c3nc4cccnc4s3)cc2)s1 | -1% |
| COc1cccc(-c2nc(SCC(=O)Nc3ccc4c(c3)OCCO4)c(-c3ccccc3)[nH]2)c1 | -12% |
| COc1ccc(F)cc1S(=O)(=O)N1CCCCC1 | -5% |
| O=C(Nc1ccc(F)cc1)c1cnccn1 | -10% |
| Cc1cccc(C(=O)Nc2ccc(S(=O)(=O)N(Cc3ccccc3)c3ccccc3)cc2)c1 | 0% |
| COC(=O)c1sc2cccc(F)c2c1S(=O)(=O)Nc1cc(OC)cc(OC)c1 | 16% |
| CCOC(=O)N1CCN(C(=O)CCn2c(=O)[nH]c3ccsc3c2=O)CC1 | -2% |
| CC(=O)c1ccc(N2CCN(C(=O)Nc3ccc(C)cc3)CC2)cc1 | -14% |
| COc1ccc(C2c3c(oc4ccc(Cl)cc4c3=O)C(=O)N2CCCN(C)C)cc1OC (configuration not stated) | 3% |
| Cc1ccc(CNC(=O)c2ccc(NC3=NC4CS(=O)(=O)CC4S3)cc2)cc1 (configuration not stated) | -1% |
| Cc1cc(NC(=O)c2ccc(Cl)cc2)n(CCC#N)n1 | 13% |
| COc1cccc(CNC(=O)c2ccc3nc(-c4ccc(F)cc4)c(-c4ccc(F)cc4)nc3c2)c1 | 0% |
| CN1CCN(S(=O)(=O)c2cccc(C(=O)Nc3cc(Cl)ccc3N3CCOCC3)c2)CC1 | -3% |
| COCCNC(=O)CN1C(=O)c2cccnc2Sc2ccccc21 | 8% |
| O=C(Cc1ccc(S(=O)(=O)N2CCOCC2)s1)Nc1cc(C(F)(F)F)ccc1N1CCCC1 | -49%[inhibitor] |
| Cc1ccc(-c2nc3sccn3c2Nc2ccc(C)c(C)c2)cc1 | -25% |
| CC(=O)N1c2ccccc2CC1C(=O)N1CCN(c2cccc(C)c2C)CC1 (configuration not stated) | 9% |
| COc1cccc(C(=O)NCCc2csc3nc(-c4ccccc4F)nn23)c1OC | 12% |
| CN(Cc1ccccc1)S(=O)(=O)c1ccc(Cl)c(C(=O)NCCCN2CCCC2=O)c1 | 0% |
| COc1ccc(/C=C/C(=O)OCC(=O)N2c3ccccc3CC2C)cc1 (configuration not stated) | -1% |

Another view of part of the listing above.
COc1cccc(-c2nc(SCC(=O)Nc3ccc4c(c3)OCCO4)c(-c3ccccc3)[nH]2)c1
  aSyn tox rescue: -12%

COc1cccc(CNC(=O)c2ccc3nc(-c4ccc(F)cc4)c(-c4ccc(F)cc4)nc3c2)c1
  aSyn tox rescue: 0%

Going on with the list.
| compound | aSyn tox rescue |
| --- | --- |
| CC(=O)Nc1ccc(OCC(=O)N2CCC(Cc3ccccc3)CC2)cc1 | 0% |
| Cc1c(C(=O)c2ccc(N(C)C)cc2)c2ccccn2c1CCC#N | -2% |
| CCOc1cc(-c2nc(-c3ccc(-c4ccc(C)cc4)nc3OC)no2)cc(OCC)c1OCC | 3% |
| C/C(=N\NC(N)=O)c1cc(Cl)cc(Cl)c1O | -9% |
| CCOC(=O)CC(=O)Nc1ccsc1C(N)=O | -13% |
| CSCCC(NC(=O)c1ccccc1Br)C(=O)N1CCCCCCC1 (configuration not stated) | -7% |
| COc1ccc(CN2C(=O)C(CC(=O)NCc3ccco3)CC(C(=O)N3CCOCC3)=C2C)cc1 (configuration not stated) | 5% |
| O=C(Cc1cccs1)N1CCN(S(=O)(=O)c2cc(Cl)ccc2Cl)CC1 | 1% |
| COc1ccc(-n2nc(-c3ccc(C)cc3)c3cnc4cc(F)c(F)cc4c32)cc1 | 4% |
| COc1ccc([C@H]2N[C@]3(CCCN(Cc4cccn4C)C3=O)[C@H]3C(=O)N(C)C(=O)[C@@H]23)cc1 | -10% |
| Cc1ccc(S(=O)(=O)NN=Cc2ccco2)cc1 | 1% |
| Cc1ccc(S(=O)(=O)CC(=O)Nc2nc3c(C)cccc3s2)cc1 | -3% |
| O=C(CNC(c1ccccc1)c1ccccc1)Nc1ccccc1F | 7% |
| CCCNC(=O)C(CC)n1nc(CC)n2c(cc3oc(C)cc32)c1=O (configuration not stated) | 6% |
| CCn1cc(C(=O)O)c(=O)c2cnc(N3CCN(C(=S)Nc4ccccc4C(F)(F)F)CC3)nc21 | -17% |
| CCOc1ccc(-c2cc(C(=O)NCc3ccc(OCC)c(OC)c3)[nH]n2)cc1 | 0% |
| CC(C)n1cnc2c(=S)nc[nH]c21 | 1% |
| COc1ccc(NC(=O)CN(C)C(=O)CSc2nc3ccccc3s2)cc1 | 4% |
| CN(C)c1ccc(C2CC(c3c(O)n(C4CCCCC4)c(=O)[nH]c3=O)=Nc3ccccc3S2)cc1 (configuration not stated) | 1% |
| O=C(Cn1c(NCCO)nc2ccccc21)Nc1ccc2c(c1)OCCCO2 | 8% |

SMILES	aSyn tox rescue
Cc1nc2ccccc2n1CCc1nc2c3ccccc3nc(SCc3cccc(F)c3)n2n1	2%
COC(=O)Cc1cc(=O)[nH]c(/N=C(\N)Nc2ccc(C(C)C)cc2)n1	11%
Cc1cc(NC(=O)COC(=O)c2nccnc2N)n(-c2ccccc2)n1	-40%[inhibitor]
Cc1nonc1NC(=O)CSc1nc2ccc(Cl)cc2[nH]1	9%
COc1ccc2c(COC(=O)[C@@H]3CCCN3S(=O)(=O)c3ccc(Cl)cc3)cc(=O)oc2c1	12%
COc1ccc(Cl)cc1NC(=O)Cn1cnc2sc(C)c(S(=O)(=O)N3CCN(c4ccccc4OC)CC3)c2c1=O	7%
CCc1nc(Oc2cccc(F)c2)c2oc3ccccc3c2n1	4%
CC(CCc1ccccc1)NC(=O)Cn1ncc2c3ccccc3n(Cc3ccccc3)c2c1=O (configuration not stated)	-2%
NC(=O)c1ccccc1Nc1nc2nc3ccccc3c(=O)n2cc1Br	7%
COc1ccc(NC(=O)CCSc2nc(-c3ccco3)cc(C(F)(F)F)n2)cc1OC	8%
O=C(COC(=O)c1ccc([N+](=O)[O-])o1)Nc1cccc(S(=O)(=O)N2CCOCC2)c1	9%
Cc1cc(=O)c2cc(C(=O)Nc3cccc(C)c3C)ccc2[nH]1	4%
Cc1ccccc1NC(=O)c1cccc(N2C(=O)C3CCC(C)CC3C2=O)c1 (configuration not stated)	-3%
Cc1ccc(C)c(N(C(=O)CNC(=O)c2ccco2)C(C(=O)NC2CCCC2)c2ccncc2)c1 (configuration not stated)	11%
CCOC(=O)c1ccc(NC(=O)c2nc[nH]c2C(=O)N(C)CCO)cc1	2%
CC1CCN(C(=O)c2cc(-c3ccc(Br)cc3)on2)CC1	-4%
CCC1CCc2nc3sc(C(=O)Nc4ccc(F)cc4F)c(N)c3cc2C1 (configuration not stated)	1%
COc1ccc(CN2CCC[C@]3(N[C@H](c4ccc(C)cc4)[C@@H]4C(=O)N(C)C(=O)[C@@H]43)C2=O)cc1	-6%
NC(=S)Nc1cccc(O)c1	1%
COc1ccc([N+](=O)[O-])c(OC)c1C(=O)Nc1ccc(F)cc1F	-6%

SMILES	aSyn tox rescue
COc1ccc(C2CC(c3ccccc3)Nc3nc(NS(C)(=O)=O)nn32)cc1 (configuration not stated)	-3%
COc1cc(OC)cc(-c2nc3nc(C)c(CCC(=O)NCCC(C)C)c(C)n3n2)c1	0%
Cc1ccc(C(=O)NCC(=O)OCC(=O)c2cc(C)n(Cc3ccco3)c2C)cc1	14%
Cc1ccc(N(CC(C)C)S(=O)(=O)c2nnc(NC(=O)c3ccco3)s2)cc1	3%
CCOC(=O)N1CCC(N2C(=O)c3ccccc3C2Nc2ccc(Cl)cn2)CC1 (configuration not stated)	2%
COc1cccc(C(O)Cc2nc3ccccc3n2C)c1OC (configuration not stated)	1%
Cn1cc(S(=O)(=O)N2CCCC2)cc1C(=O)Nc1ccc(F)cc1F	3%
CCn1c(SCC(=O)N2CCN(C)CC2)nc2c1c(=O)n(C)c(=O)n2C	7%
Cc1ccc(NC(=O)CCc2nc3cccnc3n2-c2ccccc2)cc1	-2%
O=C(OCC#CCSc1nnc(-c2ccc(Br)cc2)o1)c1cccs1	-5%
O=C(COc1ccc(F)cc1)N(Cc1cccs1)C1CCS(=O)(=O)C1 (configuration not stated)	-4%
OCC1CCCC(n2cnc3c(=S)nc[nH]c32)O1 (configuration not stated)	1%
Cc1c(CCOC(=O)c2ccc(N3CCOCC3)c([N+](=O)[O-])c2)sc[n+]1CC#N	7%
CSc1cccc(NC(=O)c2cnn3ccccc23)c1	-2%
CCCCn1c(N)c(Br)c(=O)[nH]c1=O	-1%
O=C(NCCCN1CCOCC1)c1nn2c(C(F)(F)F)cc(-c3ccco3)nc2c1Cl	-5%
COc1ccc(-c2csc(NC(=O)CS(=O)(=O)c3ccccc3)n2)c(OC)c1	3%
CCOC(=O)c1c(-c2ccc(OC)cc2)csc1NC(=O)CSc1nnc(C)c(=O)[nH]1	-3%

By substructure, the compounds so far containing bromine.
SMILES	aSyn tox rescue
Cc1cccc(C(=O)NNC(=O)c2ccc(Br)cc2)c1	-11%
CC1CCN(S(=O)(=O)c2ccc3c(c2)CCN3C(=O)Nc2cccc(Br)c2)CC1	-1%
CCOC(=O)c1oc2ccc(Br)cc2c1COC(=O)C1=COCCO1	9%
CCOC(=O)c1c(-c2ccc(Br)cc2)csc1NC(=O)c1ccc(C(C)(C)C)cc1	-1%
CSCCC(NC(=O)c1ccccc1Br)C(=O)N1CCCCCCC1 (configuration not stated)	-7%
NC(=O)c1ccccc1Nc1nc2nc3ccccc3c(=O)n2cc1Br	7%
CC1CCN(C(=O)c2cc(-c3ccc(Br)cc3)on2)CC1	-4%
O=C(OCC#CCSc1nnc(-c2ccc(Br)cc2)o1)c1cccs1	-5%
CCCCn1c(N)c(Br)c(=O)[nH]c1=O	-1%
